NPY1 pot ag: human NPY-Y1 potentiation or agonism, primary screen; P25929; NPY-Y1 expressing cells, potentiator/agonist activation; activation, % at 3.6 µM; 0.37% of 220,000 active; in the data active = activation above about 33%, passing the limit was not always enough;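 also: cells stimulated with NPY at EC10 then isoproterenol at EC100; 0% = low agonist plus stimulus and 100% = saturating agonist plus stimulus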
Runt-CBFb FRET: inhibitors of human RUNX1 Runt domain binding to CBFb; Q01196+Q13951; Cerulean-Runt/Venus-CBFb FRET ratio 530/480, 1 h; inhibition, % at 20 µM; 0.46% of 220,000 active; AID 1496;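 active = inhibition over about 50% at 20 µM in the single-dose screen, limit read from the data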;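 also: 0% = DMSO wells and 100% = excess unlabeled CBFb competitor control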
Target sequence (Q01196 whole entry, looked up, the tested form may be a part): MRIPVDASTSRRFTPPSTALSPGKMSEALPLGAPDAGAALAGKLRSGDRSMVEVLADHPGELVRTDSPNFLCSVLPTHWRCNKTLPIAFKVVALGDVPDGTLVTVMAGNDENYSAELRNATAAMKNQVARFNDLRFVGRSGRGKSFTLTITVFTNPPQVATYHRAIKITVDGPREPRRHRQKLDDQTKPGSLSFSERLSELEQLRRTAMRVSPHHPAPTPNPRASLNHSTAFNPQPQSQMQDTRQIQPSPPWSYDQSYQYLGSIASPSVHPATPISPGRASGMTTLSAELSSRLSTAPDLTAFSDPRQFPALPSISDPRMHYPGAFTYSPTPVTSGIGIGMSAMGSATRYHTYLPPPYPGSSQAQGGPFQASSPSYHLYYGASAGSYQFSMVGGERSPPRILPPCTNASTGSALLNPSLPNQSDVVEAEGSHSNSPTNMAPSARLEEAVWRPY
Target sequence (Q13951 whole entry, looked up, the tested form may be a part): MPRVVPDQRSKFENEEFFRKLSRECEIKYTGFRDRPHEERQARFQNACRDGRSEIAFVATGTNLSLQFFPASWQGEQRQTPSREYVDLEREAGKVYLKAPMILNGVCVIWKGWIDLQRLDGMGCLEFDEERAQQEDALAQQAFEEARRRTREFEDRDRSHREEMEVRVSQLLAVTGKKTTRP
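Measured by: fluorescence energy transfer, 422 nm excitation, 530/480 nm emission; test system: Cerulean-tagged RUNX1 Runt domain (FRET donor) fusion protein; buffer or medium: Tris pH 7.5 buffer with BSA; compound: one dose, 20 µM compound, 1% DMSO; times: two 1 h room-temperature incubations shielded from light; benchmarks: unlabeled CBFb 5 µM, positive control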
S1P4 agonist: agonists of human S1P4 receptor; O95977; S1P4-expressing cell line, agonist reporter assay; activation, % at 4.98 µM; 0.35% of 220,000 active; in the data active = activation above about 11%;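 also: 0% = DMSO vehicle and 100% = reference agonist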
Target sequence (O95977 whole entry, looked up): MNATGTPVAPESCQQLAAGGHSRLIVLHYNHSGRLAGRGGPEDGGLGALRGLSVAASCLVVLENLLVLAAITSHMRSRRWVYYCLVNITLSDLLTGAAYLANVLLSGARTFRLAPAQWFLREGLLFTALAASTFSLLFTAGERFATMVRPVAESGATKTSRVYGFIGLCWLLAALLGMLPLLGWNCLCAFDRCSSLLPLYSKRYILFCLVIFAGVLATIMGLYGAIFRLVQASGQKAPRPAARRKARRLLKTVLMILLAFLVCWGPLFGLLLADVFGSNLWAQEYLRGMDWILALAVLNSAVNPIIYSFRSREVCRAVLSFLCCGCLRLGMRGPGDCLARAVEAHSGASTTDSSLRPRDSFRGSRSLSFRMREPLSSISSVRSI
S1P4 antag: human S1P4 receptor antagonism | O95977 | S1P4-expressing cells, antagonist mode, reporter read-out | inhibition, % at 4.98 µM | 0.26% of 220,000 active; in the data active = inhibition above about 29%;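 also: 0% = wells stimulated with agonist and 100% = vehicle wells without agonist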
BaF3 parental: counter-screen for JAK2V617F inhibitors: parental Ba/F3 viability inhibitors | CellTiter-Glo ATP luminescence | inhibition, % at 5.6 µM | 1.1% of 220,000 active;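 active = inhibition above a per-campaign cutoff, the mean inhibition of all tested compounds plus 3 SD, cut at about 27% in these data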;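 also: 0% = DMSO wells and 100% = JAK Inhibitor I control wells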
NPY2 pot ag: human NPY-Y2 potentiation or agonism, primary screen; P49146; cells expressing NPY-Y2, potentiator/agonist read-out; activation, % at 3.6 µM; 0.45% of 220,000 active; AID 1359; in the data active = activation above about 27%;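 also: cells stimulated with NPY near EC25 plus isoproterenol at EC100; 0% = vehicle plus submaximal agonist and 100% = vehicle plus saturating agonist; some results beyond the cut were filed as inactive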
Ba/F3 V617F tox: reduce viability of Ba/F3 cells dependent on JAK2V617F | Ba/F3 EpoR-JAK2V617F viability, ATP luminescence | inhibition, % at 5.6 µM | 1.1% of 220,000 active | AID 1446;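 active = inhibition above the campaign mean plus 3 SD over all tested compounds, cut at about 24% in these data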;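 also: cytokine-independent growth of Ba/F3 cells driven by EpoR plus mutant JAK2; 0% = DMSO-treated cells and 100% = JAK inhibitor I control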
RBBP9 inhibitor: inhibitors of human serine hydrolase RBBP9. inhibition, % at 7.94 µM. O75884. 0.2% of 220,000 active. AID 1515. recombinant RBBP9, FP-Rh probe fluorescence polarization;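 active = inhibition above the campaign mean of all tested compounds plus 3 SD, cut at about 14% in these data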;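 also: plate controls were DMSO wells with RBBP9 for no effect and wells lacking RBBP9 protein for full effect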
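Test system – recombinant human RBBP9 · Input – RBBP9 2.5 µM in dispensing solution, pre-mixing · Medium – Tris buffer pH 8.0, NaCl, Pluronic · Schedule – preincubation 30 min plus labeling 45 min at 25 °C · Measured by – fluorescence polarization · Measure – % inhibition · Controls – DMSO and no-protein wells · Replicates – one well per compound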
NPY-Y1 antag: antagonists of human neuropeptide Y receptor Y1; inhibition, % at 3.6 µM; 1% of 200,000 active; HEK293-CNG Y1 cells, membrane potential fluorescence; NPY at EC95, then isoproterenol; AID 1040; P25929;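 active = inhibition above the campaign mean inhibition of all tested compounds plus 3 SD, cut at about 20% in these data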;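 also: 0% = DMSO wells given NPY plus isoproterenol and 100% = isoproterenol alone without NPY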
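Test system: HEK293 cells co-expressing NPY Y1 receptor and cyclic-nucleotide gated channel; Also added: NPY (25 nM), isoproterenol (1 µM), Ro 20-1724 (25 µM); Compound dosing: one concentration, 3.6 µM, in 0.4% DMSO; Timing: dye 3 h, compound 60 min room temperature, stimulation 45 min; Technique: Membrane-potential fluorescent dye readout.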
* marks the source's active call; other numbers are inactive results; · = no result given.

SMILES,NPY1 pot ag,Runt-CBFb FRET,S1P4 agonist,S1P4 antag,BaF3 parental,NPY2 pot ag,Ba/F3 V617F tox,RBBP9 inhibitor,NPY-Y1 antag
COc1ccc(S(=O)(=O)N2CCc3ccccc32)cc1C(=O)OCc1c(C)noc1C,-4,-2,0.6,10,2,-7,5,-5,-7
Cc1cccc(C)c1NC(=S)Nc1c(C)n(C)n(-c2ccccc2)c1=O,-2,-1,0.9,-17,3,-5,-3,-4,0
O=C(O)CN1C(=O)SC(Nc2ccc(Cl)cc2)C1=O (configuration not stated),-22,4,1.1,-7,5,-7,6,-8,-3
Cc1ccc(CCNC(=O)C2CCN(C(=O)c3sccc3-n3cccc3)CC2)cc1,-12,-1,-3.7,10,4,3,-2,2,10
O=C(Oc1cccc(-n2cnnn2)c1)c1ccccc1Cl,5,-1,-1.0,2,2,-3,2,-4,-8
CCC(CC)NC(=O)c1ccc2c(c1)OCCO2,12,0,-0.8,-5,4,2,0,-7,0
NC(CC(=O)O)c1cccc(OCc2ccccc2)c1 (configuration not stated),10,-1,1.4,-31,4,-11,3,-4,-3
O=C(Nc1ccc2c(c1)OCO2)C1CC(c2ccccc2Cl)=NO1 (configuration not stated),-32,0,-0.2,7,7,-11,4,-9,13
CCOC(=O)N1CCC(NC(=O)c2cc(C(=O)Nc3cccc(OC)c3)ccc2CO)CC1,-8,2,1.3,-23,0,4,0,-9,4
CSc1c(-c2ccccc2)nc2ccc(Cl)cc2c1C(=O)O,-8,0,-3.0,-8,4,0,5,-11,4

Single records, as listed above. Values in the order: NPY1 pot ag | Runt-CBFb FRET | S1P4 agonist | S1P4 antag | BaF3 parental | NPY2 pot ag | Ba/F3 V617F tox | RBBP9 inhibitor | NPY-Y1 antag
Cc1cccc(C)c1NC(=S)Nc1c(C)n(C)n(-c2ccccc2)c1=O in the list: -2 | -1 | 0.9 | -17 | 3 | -5 | -3 | -4 | 0
O=C(Nc1ccc2c(c1)OCO2)C1CC(c2ccccc2Cl)=NO1 (configuration not stated) in the list: -32 | 0 | -0.2 | 7 | 7 | -11 | 4 | -9 | 13

Other compounds follow:
SMILES,NPY1 pot ag,Runt-CBFb FRET,S1P4 agonist,S1P4 antag,BaF3 parental,NPY2 pot ag,Ba/F3 V617F tox,RBBP9 inhibitor,NPY-Y1 antag
c1ccc2sc(Nc3nc4cc5c(cc4s3)OCO5)nc2c1,13,2,2.5,-18,9,17,2,-4,-3
CCCC(=O)NC(NC(=S)Nc1ccc(S(N)(=O)=O)cc1)C(Cl)(Cl)Cl (configuration not stated),1,3,3.9,-8,7,12,4,-4,-1
Cc1cc(C(=O)Nc2ccc(N3CCCCC3)cc2)no1,15,1,0.7,-1,0,2,-2,-6,·
Clc1ccc(C2=NN=C3COc4ccccc4N3C2)cc1,4,-2,0.8,-2,4,-7,0,-8,4
Cc1nc2ccccc2nc1OCC(=O)Nc1cc(C(F)(F)F)ccc1N1CCOCC1,-18,-3,2.7,9,3,2,-4,7,12
CCN(CC)S(=O)(=O)c1ccc(NC(=O)c2cccs2)cc1,86*,·,-1.2,-2,0,-17,-3,-3,1
Cc1noc2ncnc(Oc3ccc(Cl)cc3Cl)c12,16,-1,1.9,-12,3,6,-1,-12,3
CCCCn1c(SCc2ncc(-c3ccccc3)o2)nc2cc(S(N)(=O)=O)ccc21,9,-5,-0.3,6,7,3,-1,-6,-7
O=C(Cc1ccc(Cl)cc1)Nc1ccc(C(=O)N2CCOCC2)cc1,12,0,1.5,-11,4,-4,-1,-7,3
O=C(Cn1cc2c(n1)CCCC2)NCc1ccccn1,6,0,-0.7,2,3,1,-3,6,-1
Cc1ccc(-c2csc(NC(=O)c3ccc(S(=O)(=O)N4CCc5ccccc54)cc3)n2)cc1,8,-1,0.2,-6,8,6,-2,-5,1
CN(CC(=O)N1CCCCC1)S(=O)(=O)c1cccc2cccnc12,12,2,-0.8,-2,5,8,-1,-2,3
O=C(N/N=C/c1cc2ccccc2nc1Cl)[C@H]1C[C@@H]1c1ccccc1,-6,-5,0.6,-18,2,-3,1,-6,4
CCOc1ccc(=O)n(-c2ccccc2)n1,7,-7,1.2,-1,-2,7,-1,4,-3
COc1cc(NC(=O)c2cccc(COCC(F)(F)C(F)F)c2)cc(OC)c1OC,-5,-5,0.7,-9,7,3,-1,1,1
Cc1onc(-c2c(Cl)cccc2Cl)c1C(=O)N=C(N)N1CCOCC1,-13,1,1.7,13,-4,-6,2,-3,·
Cc1ccccc1C(=O)NC(NCc1ccco1)C(Cl)(Cl)Cl (configuration not stated),2,1,-1.2,-7,-1,6,0,4,1
CC(Cc1ccccc1)NC(=S)CN1CCCC1=S (configuration not stated),18,0,1.0,2,0,-27,0,-1,·
COc1cccc(CNc2nc3nc(C)c(Cl)c(=O)n3[nH]2)c1,6,0,1.0,4,-1,-8,-4,-5,·
O=C1CSC(=S)N1N=C1CCCCCC1,-11,12,2.1,-17,5,-13,1,-8,5
CN(C)S(=O)(=O)c1ccc(NC(=O)COc2ncnc3sccc23)cc1,3,0,2.3,-11,6,-3,1,-9,2
CCOC(=O)CC1(c2ccccc2)CCOC(C)(C)C1 (configuration not stated),-25,-2,4.8,-15,2,-7,3,-12,2
CCCCOc1ccccc1Cn1c(=O)oc2ccc(C)cc21,-14,0,-0.9,-17,5,7,-2,-8,13
COc1ccc(C(=O)OC2CCN(C)CC2)cc1,-16,1,-1.2,-29,7,-12,4,-6,5
Cc1cc(S(=O)(=O)NCCc2ccccc2)c(C)s1,-9,-1,-1.4,-9,-1,-21,-4,5,1
CCOc1ccc(C(C)=O)cc1COC(=O)c1cnc(Cl)c(Cl)c1,16,-6,-0.3,-31,4,9,0,-18,6
O=C(O)CCCNC(=O)OCc1ccccc1,-11,-1,-0.9,-7,1,-5,0,-5,3
COc1ccc(-n2c(O)c(/C=N/NS(=O)(=O)c3cccc([N+](=O)[O-])c3)c3ccccc3c2=O)cc1OC,20,0,-0.3,-1,1,-6,2,-4,7
CCCC(=O)Nc1nnc(SCC)s1,3,-3,0.7,-17,7,-12,-3,-1,3
Cc1ccc(NC(=O)COC(=O)CN2C(=O)NC3(CCCC3)C2=O)cc1S(=O)(=O)N(C)C,13,-44,-0.1,-3,2,-2,-1,-5,-3
Brc1nnc2n1-c1ccccc1Sc1ccccc1-2,-5,-2,2.8,4,4,-1,4,-1,-5
O=C(CSCCO)Nc1cccc([N+](=O)[O-])c1,0,1,-0.6,-10,2,-11,3,-10,0
C=CCn1c(NC(C)c2cc(Cl)ccc2O)nc2ccccc21 (configuration not stated),0,1,-1.2,-3,3,20,3,-11,-6
O=C(NNC1CC(=O)N(c2ccc(Br)cc2)C1=O)c1ccccn1 (configuration not stated),4,0,1.6,0,6,2,2,0,5
CCCCOc1ccc(C(=O)Nc2ccc(N3CCN(C)CC3)cc2)cc1,11,0,-2.0,-11,4,13,-3,-5,1
CSc1ccccc1C(=O)Nc1ccc(C)c(C)c1,-2,-2,-1.5,-10,4,-2,1,-7,5
O=C(Nc1ccc(O)c(-c2nc3ccccc3s2)c1)C1=COCCO1,-14,9,0.0,-8,4,7,0,0,0
COc1ccccc1-n1cc(C(=O)NCC(=O)N2CCN(Cc3ccccc3)CC2)c2ccccc2c1=O,-20,-4,0.6,1,3,2,3,-2,7
c1ccc(OCCN2CCN(Cc3nc(-c4ccc5c(c4)OCO5)no3)CC2)cc1,3,-2,1.1,-5,3,-12,1,6,0
CCCC(C(=O)O)n1c(O)c(C=C2N=c3ccccc3=N2)sc1=S (configuration not stated),-25,5,0.8,15,-2,-18,-3,-1,·
CCOC(=O)CNC(=O)CSc1nc2cccnc2n1C1CCCCC1,-2,2,-2.4,-5,6,15,0,-9,-4
Cc1cccc(C2Nc3ccccc3C(=O)N2CCc2ccccc2)n1 (configuration not stated),5,-2,1.6,-11,5,-3,-3,-4,1
Cc1ncc([N+](=O)[O-])n1CC(=O)NC1CCCC1,5,2,0.1,-8,9,-10,5,9,1
COc1ccc(CCN=C(N)NS(=O)(=O)c2ccc(C)c(C)c2)cc1,6,-1,-0.6,2,5,-4,0,1,7
Cc1noc(C)c1C(=O)OCC(=O)NC(c1ccccc1)c1ccccc1,17,-4,1.2,1,3,-2,-4,11,0
COc1cc(S(=O)(=O)N2CCCCC2)ccc1NC(=O)Cc1ccccc1,23,3,-0.1,-4,1,7,-1,-5,-2
Cc1nnc(NC(=O)CSc2nnc(NC(=O)C(C)(C)C)s2)s1,0,-3,0.5,-19,7,9,-1,2,0
COc1ccc(N(CC(=O)NCc2ccc(Cl)cc2)S(=O)(=O)c2ccccc2[N+](=O)[O-])c(OC)c1,25,0,-0.9,14,8,5,5,-9,-4
Cc1cccc(Nc2nnc(SCC(=O)Nc3ccccc3[N+](=O)[O-])s2)c1,-21,0,-1.1,-20,5,-1,6,-14,1
O=C(c1cccc(S(=O)(=O)N2CCCCC2)c1)N1CCN(S(=O)(=O)c2ccc(F)cc2)CC1,18,1,1.2,-8,4,6,-2,-6,-2

Other structures follow.
SMILES,NPY1 pot ag,Runt-CBFb FRET,S1P4 agonist,S1P4 antag,BaF3 parental,NPY2 pot ag,Ba/F3 V617F tox,RBBP9 inhibitor,NPY-Y1 antag
CCOC(=O)Cc1csc(NC(=O)COc2cccc(C)c2)n1,-4,0,0.6,-13,4,-14,-5,-12,7
OCC1(Cc2ccccc2)CCCN(Cc2cnn(-c3ccccc3)c2)C1 (configuration not stated),-2,-2,0.7,-9,2,-6,2,-7,3
O=[N+]([O-])c1cccc(/C=N/Nc2nccnc2Cl)c1,-1,-2,-1.4,-14,8,-4,3,1,-1
CCc1ccc(-c2nn(-c3ccccc3)cc2CSC(=N)N)cc1,-51,0,-0.2,2,7,1,1,-12,6
CC1CCCCN1CC(=O)NC(=O)NCc1ccccc1 (configuration not stated),-2,-1,4.1,-9,2,0,-3,2,1
O=C(CNc1cccc(C(F)(F)F)c1)N/N=C/c1ccccc1C(=O)O,15,-1,0.3,-7,1,13,-1,-4,·
CCC(=O)Nc1cc(=O)[nH]c2ncnn12,27,2,0.2,-7,1,1,-2,-5,-5
COc1ccc(-c2nn(C)c(=O)c3ccccc23)cc1NC(=O)Cn1nc(C)c2ccccc2c1=O,9,-3,-1.4,-6,17,1,4,-5,4
CN1CCN(S(=O)(=O)c2ccc(NC(=S)NC(=O)C3CCC3)cc2)CC1,9,1,1.5,-6,3,1,-1,-4,1
CCc1cccc(NC(=O)c2ccc(Br)o2)c1,6,-3,-0.8,4,5,-4,2,-5,6
COC(=O)Cc1nnc(Nc2cccc(C)c2)c2ccccc12,6,-2,0.9,15,0,15,-5,3,·
COc1ccc2c(c1)N(C(=O)CN1C(=O)C3CCCCC3C1=O)C(C)(C)C=C2C (configuration not stated),-5,-3,-0.8,6,-1,-4,-5,-10,0
CCOc1cc(C(F)(F)F)cnc1/C(N)=N/O,0,1,1.4,-1,-2,-8,-4,-6,·

Source: PubChem BioAssay
